Assay outcomes as filed in PubChem BioAssay.
USP7 inh: inhibitors of human USP7 deubiquitinase. Q93009. purified USP7, Ub-rhodamine cleavage fluorescence. inhibition, % at 20 µM. actives 0.3% (n = 47,000). AID 1645854
USP10 block: human USP10 deubiquitinase inhibition. actives 1.1% (n = 47,000). inhibition, % at 20 µM. AID 1645856. purified USP10, Ub-rhodamine fluorescence, 60 min
Target sequence (Q14694 whole entry, looked up): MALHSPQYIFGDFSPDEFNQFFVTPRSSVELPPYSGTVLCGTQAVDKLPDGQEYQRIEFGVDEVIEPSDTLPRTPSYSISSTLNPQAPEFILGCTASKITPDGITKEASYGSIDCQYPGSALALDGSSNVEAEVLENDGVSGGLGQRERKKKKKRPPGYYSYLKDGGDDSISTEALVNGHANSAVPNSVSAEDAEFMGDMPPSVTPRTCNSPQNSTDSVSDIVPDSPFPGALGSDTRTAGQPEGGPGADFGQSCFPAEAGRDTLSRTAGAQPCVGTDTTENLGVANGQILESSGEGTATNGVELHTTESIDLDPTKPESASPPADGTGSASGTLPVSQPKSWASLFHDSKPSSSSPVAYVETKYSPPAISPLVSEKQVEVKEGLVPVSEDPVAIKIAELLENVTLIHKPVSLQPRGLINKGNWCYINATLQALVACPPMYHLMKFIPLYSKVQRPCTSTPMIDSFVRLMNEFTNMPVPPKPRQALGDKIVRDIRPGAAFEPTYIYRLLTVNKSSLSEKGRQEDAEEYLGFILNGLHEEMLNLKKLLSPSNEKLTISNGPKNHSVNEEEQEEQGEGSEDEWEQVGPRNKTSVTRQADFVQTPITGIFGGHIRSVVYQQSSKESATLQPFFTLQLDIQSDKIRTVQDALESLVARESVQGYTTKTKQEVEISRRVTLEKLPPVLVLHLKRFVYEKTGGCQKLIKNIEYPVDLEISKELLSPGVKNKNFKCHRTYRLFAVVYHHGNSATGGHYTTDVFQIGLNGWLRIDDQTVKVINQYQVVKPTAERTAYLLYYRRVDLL
USP8 block: inhibitors of human USP8 deubiquitinase. purified USP8, Ub-rhodamine cleavage fluorescence, 30 min. P40818. inhibition, % at 20 µM. actives 4.2% (n = 47,000)
UCHL1 inh: blocks human UCHL1 ubiquitin-rhodamine cleavage; P09936; purified UCHL1, Ub-rhodamine cleavage fluorescence; inhibition, % at 20 µM; actives 0.2% (n = 47,000)
Target sequence (P09936 whole entry, looked up): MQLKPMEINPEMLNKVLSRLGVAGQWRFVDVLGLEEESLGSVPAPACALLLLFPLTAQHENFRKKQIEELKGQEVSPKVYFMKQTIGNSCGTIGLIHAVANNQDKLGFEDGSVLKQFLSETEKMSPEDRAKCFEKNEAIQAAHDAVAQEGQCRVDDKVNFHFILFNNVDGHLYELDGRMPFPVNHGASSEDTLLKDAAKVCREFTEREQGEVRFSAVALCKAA
USP30 inh: human USP30 deubiquitinase inhibition; purified USP30, Ub-rhodamine cleavage fluorescence; inhibition, % at 25 µM; actives 5.3% (n = 47,000)
USP28 block: human USP28 deubiquitinase inhibition; Q96RU2; purified USP28, Ub-rhodamine cleavage fluorescence, 30 min; inhibition, % at 25 µM; actives 3% (n = 47,000)
USP17 block: blocks human USP17 ubiquitin-rhodamine cleavage | purified USP17, Ub-rhodamine cleavage fluorescence, 3 h | inhibition, % at 50 µM | actives 6.5% (n = 47,000) | AID 1645855
OTUD3 block: blocks human OTUD3 ubiquitin-rhodamine cleavage. Q5T2D3. purified OTUD3, Ub-rhodamine fluorescence, 2 h. inhibition, % at 25 µM. actives 0.7% (n = 47,000). AID 1645858
Numbers without * were called inactive; i = inactive; nt = no result given. No stated cut-off is given here; in the data, active means inhibition above about 30%; inactive means the rest.

SMILES | USP7 inh | USP10 block | USP8 block | UCHL1 inh | USP30 inh | USP28 block | USP17 block | OTUD3 block
Cc1ccc(-n2c(=O)[nH]c3c(C(N)=O)nc(C4CCCCC4)nc32)cc1 | 0 | 1 | -11 | -2 | 9 | -7 | 0 | 5
CCc1ccc(-c2cn3ccn(-c4ccccc4OC)c(=O)c3n2)cc1 | 1 | 1 | 13 | 0 | -10 | -7 | 2 | -4
O=C(c1cc(-c2csc(-c3cnccn3)n2)n2ccccc12)N1CCOCC1 | -7 | -4 | -72 | -4 | -205 | -62 | -73 | -43
COc1ccccc1C(=O)Nc1ccc(-c2nc3ccccc3o2)c(O)c1 | 14 | 32* | 37* | -2 | 15 | 15 | 14 | 25
Cc1cc(C(F)(F)F)n2nc(C3CCN(C(=O)c4cc5ccccc5s4)C3)cc2n1 (stereo unspecified) | -6 | 3 | 13 | 6 | 21 | 18 | 11 | 14
CN1c2ncccc2C(=O)NC1c1cccc(N)c1 (stereo unspecified) | 2 | 0 | 11 | 2 | 14 | 4 | 8 | 6
CN1CC(c2nc3ccccc3n2Cc2ccc(Cl)cc2Cl)CC1=O (stereo unspecified) | -57 | -2 | 0 | 0 | 17 | 2 | 0 | 0
O=C(c1ccccc1CN1CCOCC1)N1CCOCC2(C1)CN(c1ccc(F)cc1)C(=O)O2 (stereo unspecified) | 4 | 0 | 1 | 2 | 7 | 0 | 4 | 6
O=C(OC(C(=O)Nc1cccc(C(F)(F)F)c1)c1ccccc1)C1CCN(C(=O)c2ccc(Cl)cc2)CC1 (stereo unspecified) | 3 | -7 | 8 | 0 | 2 | 6 | 6 | 1
CC1CCN(S(=O)(=O)N2CCCC(C(=O)Nc3cc(F)ccc3F)C2)CC1 (stereo unspecified) | -8 | -1 | -1 | -1 | 18 | 0 | 1 | 1
O=C(NCc1noc(-c2ccc(F)cc2)n1)C1CC1c1ccccc1 (stereo unspecified) | -5 | -2 | -15 | -1 | -43 | -19 | -7 | -6
CCOC(=O)C1CCCN(c2ncnc3sc4c(c23)CCC4)C1 (stereo unspecified) | -5 | -2 | 3 | -3 | -32 | 2 | 1 | -10
COc1ccc(-c2nc3ccccc3c3nnc(SCC(N)=O)n23)cc1 | 6 | 3 | 0 | 1 | 21 | 8 | 10 | 12
c1ccc(-c2nnc(C3(c4ccc5c(c4)OCO5)CCOCC3)o2)cc1 | -3 | -1 | -16 | 0 | -5 | -6 | -6 | -2
Cc1nc(Nc2nnc(C)s2)cc(C2CCCN2Cc2cccnc2)n1 (stereo unspecified) | 2 | 3 | 15 | 3 | 11 | 0 | 0 | 4
CC1CCN(C(=O)Nc2cccc(C#N)c2)Cc2nc3ccccc3n21 (stereo unspecified) | 4 | 0 | 9 | -1 | 5 | 7 | 2 | 7
Cc1nc2nc(-n3c(C)ccc3C)nn2c(C)c1C/C=C/c1ccccc1 | -18 | -4 | -22 | -3 | -91 | -17 | -12 | -26
O=C(C1CN(C(=O)c2ccccc2Br)c2ccccc2O1)N1CCOCC1 (stereo unspecified) | 4 | -11 | 1 | 2 | -52 | -11 | -11 | -11
Cc1cc(N2CCN(C(=O)c3ccccc3F)CC2)nc(N2CCCC2)n1 | -1 | 5 | 0 | 0 | -2 | 2 | -5 | 0
CCCCSc1nc(SCC(=O)Nc2nccs2)c2c3c(sc2n1)COC(C)(CC)C3 (stereo unspecified) | -28 | -2 | -5 | 2 | nt | nt | -16 | 1

Reprinted at random: 2 compounds from above.
SMILES | USP7 inh | USP10 block | USP8 block | UCHL1 inh | USP30 inh | USP28 block | USP17 block | OTUD3 block
COc1ccc(-c2nc3ccccc3c3nnc(SCC(N)=O)n23)cc1 | 6 | 3 | 0 | 1 | 21 | 8 | 10 | 12
Cc1nc(Nc2nnc(C)s2)cc(C2CCCN2Cc2cccnc2)n1 (stereo unspecified) | 2 | 3 | 15 | 3 | 11 | 0 | 0 | 4

(more compounds)
SMILES | USP7 inh | USP10 block | USP8 block | UCHL1 inh | USP30 inh | USP28 block | USP17 block | OTUD3 block
Cc1noc(C2CN(C(=O)NCc3ccccc3)CC23CCOCC3)n1 (stereo unspecified) | 2 | 0 | -147 | 2 | 3 | 1 | -11 | 8
Cc1ccc(N(Cc2ccc(NC(=O)C3CC3)cc2)C(=O)c2cccs2)cc1 | 7 | 10 | 0 | 2 | -1 | 2 | -3 | -5
Cc1nc(-c2cccc(S(=O)(=O)N3CC(=O)Nc4ccccc43)c2)no1 | 2 | 1 | 14 | 3 | 18 | 9 | 3 | 9
COc1ccc(NC(=O)C2CCN(c3cncnc3N(C)C)CC2)cc1OC | -5 | -2 | -11 | -3 | -8 | 72* | 2 | -2
CCOC(=O)C1CCN(C(=O)c2sc(-c3ccccc3F)nc2C)CC1 | 3 | -1 | 4 | 3 | 3 | 9 | -6 | 3
CCc1nc(SCC(=O)Nc2cccc(OC)c2)c2c(=O)n(C)c(=O)n(C)c2n1 | 6 | 8 | 24 | 0 | 20 | 8 | 13 | 13
COc1ccccc1CN(C(=O)c1cnccn1)C(C(=O)NC1CCCCC1)c1ccc(C(C)C)cc1 (stereo unspecified) | -16 | 8 | 6 | 5 | 5 | 0 | 12 | 0
O=C(c1ccccn1)N1CCc2[nH]nc(-c3ccccc3)c2C1 | 3 | -1 | -2 | 2 | 7 | 16 | 2 | 18
COc1cc(/C=C/C23NC(=O)CN2c2ccccc2C3(C)C)ccc1OCc1ccccc1 (stereo unspecified) | 12 | 1 | 10 | 9 | i | -79 | nt | -194
CCC(C)NC(=O)[C@H](Cc1ccccc1)NC(=O)[C@@H]1Cc2c([nH]c3ccccc23)C2c3ccccc3C(=O)N21 (stereo partly specified) | 10 | -11 | 1 | 7 | -63 | 5 | -12 | -15
Nc1nc(OCc2ccccc2)c2[nH]c(/C=C/c3cccs3)nc2n1 | 5 | 15 | 72* | 4 | 84* | 67* | 17 | 25
Cc1ccc2cnn(CC(=O)N3CCCCC3)c2c1 | 0 | -2 | -3 | -1 | nt | nt | 4 | 0
O=C(NCCc1csc(-c2cccnc2)n1)c1ccc(Cl)cc1 | -5 | -1 | 11 | 1 | 8 | 27 | 5 | 6
CC1CC1c1nnc(C2(c3cccc(Cl)c3)CCOCC2)o1 (stereo unspecified) | -7 | -1 | -13 | 1 | -49 | -15 | -10 | -4
CC(C)NC(=O)C1CCCN(S(=O)(=O)N(C)C2CCCCC2)C1 (stereo unspecified) | nt | 2 | 1 | -1 | nt | nt | 0 | 0
COc1ccc(CNC(=O)c2cccc3cccnc23)cc1 | 4 | 4 | 26 | 3 | -9 | 5 | 40* | -1
N#Cc1ccccc1Cn1c(-c2cscn2)nc2ccccc21 | -9 | -2 | -11 | -2 | -25 | -11 | -4 | -6
Cc1ccc(NC(=O)c2cn(C)nc2S(=O)(=O)N2CCCCCC2)cc1F | -2 | -3 | -218 | 2 | -26 | -16 | -48 | -9
O=[N+]([O-])c1ccc(N2CCc3nc(-c4ccccn4)ncc3C2)cc1 | 5 | 6 | -263 | 4 | 77* | 8 | 70* | -6
COc1ccc(NC(=O)CSc2ncnc3c2sc2nc(CC(C)C)c4c(c23)CCC4)cc1 | 2 | 2 | 12 | 1 | 21 | 21 | 8 | 10

Some entries already given, limited to USP7 inh and USP10 block:
structure	USP7 inh	USP10 block
O=C(NCCc1csc(-c2cccnc2)n1)c1ccc(Cl)cc1	-5	-1
CC1CC1c1nnc(C2(c3cccc(Cl)c3)CCOCC2)o1 (stereo unspecified)	-7	-1
CC(C)NC(=O)C1CCCN(S(=O)(=O)N(C)C2CCCCC2)C1 (stereo unspecified)	nt	2
COc1ccc(CNC(=O)c2cccc3cccnc23)cc1	4	4
N#Cc1ccccc1Cn1c(-c2cscn2)nc2ccccc21	-9	-2

Next records:
SMILES | USP7 inh | USP10 block | USP8 block | UCHL1 inh | USP30 inh | USP28 block | USP17 block | OTUD3 block
CC(=O)Nc1cc(CCC2CCN(CCc3ccccc3)CC2)ccn1 | -5 | -6 | -9 | -5 | -36 | -18 | -30 | -12
O=C(NCCC1=CCCCC1)C1CCCN(c2cnc3nccnc3c2)C1 (stereo unspecified) | -57 | -11 | -101 | -51 | i | -182 | -120 | -165
Cc1ccccc1CN[C@H]1CS(=O)(=O)C[C@@H]1S(=O)(=O)c1ccccc1 | 1 | -3 | 11 | -1 | 26 | 4 | 11 | 11
COc1ccc(NC(=O)Cn2c(=O)n(Cc3ccco3)c(=O)c3ccc(C(=O)NC4CCCC4)cc32)cc1 | 13 | 49* | 60* | 1 | 10 | 0 | 11 | 9
O=C(NCc1cnn2ccccc12)c1ccc(Cn2ccnc2)cc1 | 5 | 0 | 2 | 3 | 5 | 9 | 4 | 10
Cc1nnc(-c2nnc(NCc3ccccc3F)c3ccccc23)o1 | -2 | 2 | -1 | 0 | -1 | 4 | 6 | -2
O=c1c2cnc3ncnn3c2ccn1CCc1ccccc1 | 1 | -1 | 0 | -1 | 0 | 0 | -1 | 3
CCN1CCC2(CN(C(=O)N(C)C)CC23CCN(S(=O)(=O)c2ccccc2)CC3)C1=O (stereo unspecified) | 0 | 1 | -39 | -3 | 3 | -1 | -5 | 1
COc1ccccc1CNC(=O)C1CCCN(c2nnc3ccccn23)C1 (stereo unspecified) | -1 | -7 | 14 | -4 | 1 | 0 | -1 | 0
CCC(=O)Nc1ccc(-n2cnc(C(=O)N3CCc4ccccc4C3)c2)nc1 | 15 | 0 | -12 | 8 | 9 | -2 | 16 | 0
CCOC(=O)c1ccc(Oc2sccc2[N+](=O)[O-])cc1 | 85* | 4 | -126 | 0 | -18 | 5 | -4 | 13
O=C(COC(=O)CCc1nc2ccccc2c(=O)[nH]1)Nc1ccc2c(c1)OCCO2 | -1 | -9 | 0 | -8 | -48 | 12 | 11 | -1
Cc1ccnc(NC(=O)c2ccn(COc3ccc(Cl)cc3)n2)c1 | 7 | 3 | 31* | 5 | 72* | 25 | 47* | 15
COC(=O)c1ccc(N2CCN(C(=O)c3ccccc3)CC2)c(NC(=O)COc2ccccc2Cl)c1 | 6 | 8 | 7 | 7 | 33* | 9 | 39* | 9
NS(=O)(=O)c1ccc(CNC(=O)c2ccc(Cl)c(S(=O)(=O)Nc3cc(Cl)ccc3Cl)c2)cc1 | -2 | 10 | -82 | -6 | -286 | -49 | -156 | -60
CCc1cc(C(=O)NC2CC(C)(C)Cc3nc(N4CCCC4)ncc32)no1 (stereo unspecified) | -17 | -8 | -42 | -20 | -273 | -71 | -56 | -46
Cc1cc(C)nc(N2CCC(NC(=O)c3ccccc3F)CC2)n1 | -3 | -1 | 2 | -2 | 21 | 5 | 24 | -2
O=C(Nc1cccn2c(C3CCC3)nnc12)c1ccccn1 | -5 | -7 | -191 | -3 | 1 | 9 | nt | -7
Cc1cc2c(cc1S(=O)(=O)NCC1CCN(Cc3ccccc3F)CC1)OCC(=O)N2 | -6 | -8 | -13 | -2 | -45 | -22 | -26 | -14
CCCCc1noc(CN2CCC(C3CCCCCN3C(=O)C3CCOCC3)CC2)n1 (stereo unspecified) | -7 | -12 | -82 | -7 | -42 | -28 | -50 | -19
Cc1ccc(-c2cc(NC(=O)C(C)C)c(=O)n(CC(=O)Nc3ccc(F)cc3F)n2)cc1 | 0 | -1 | -5 | -2 | 17 | -1 | 6 | 2
CC(=O)c1ccccc1NS(=O)(=O)c1ccc(N2CCCC2=O)cc1 | 5 | 0 | 16 | 0 | 10 | 11 | 22 | 8
Cc1cccc(NC(=O)Nc2cccc(-c3nnc(-c4ccccc4)o3)c2)c1 | 5 | 9 | 17 | 0 | 25 | 15 | 16 | 26
COCCNc1nnc(-c2nnc(C3CC3)o2)c2ccccc12 | -1 | 3 | 1 | -1 | 4 | -7 | -1 | -2
Cc1ccccc1-c1noc2ncnc(NCCCN3CCCC3=O)c12 | 0 | 0 | -6 | -3 | 8 | -5 | -3 | -5
CN(C)c1ccc(S(=O)(=O)NCC(=O)NCC2CCCCC2)cc1[N+](=O)[O-] | -22 | 3 | -110 | -2 | -16 | -7 | -27 | -1
CCN1CCC2(CN(CC(C)C)CC23CCN(C(=O)Cc2ccccc2)CC3)C1=O (stereo unspecified) | 0 | 4 | -183 | -1 | -4 | -9 | -52 | -6
Cc1ccc(-c2nc3ccccc3c3nnc(SCC(=O)NC4CC4)n23)cc1 | 3 | 9 | 0 | -2 | -9 | -8 | -5 | -4
COc1ccc(C2=NO[C@]3(C(=O)Nc4ccccc43)[C@H]2C(=O)c2ccccc2)c(OC)c1 | 7 | 7 | -8 | 9 | -6 | 3 | 5 | 0
CSc1cccc(NC(=O)C2CCN(S(=O)(=O)Cc3ccccc3)CC2)c1 | -14 | 6 | -38 | -3 | -11 | -1 | -3 | -9

Single entries from above.
USP8 block with `COCCNc1nnc(-c2nnc(C3CC3)o2)c2ccccc12` : 1
USP28 block with `Cc1ccc(-c2nc3ccccc3c3nnc(SCC(=O)NC4CC4)n23)cc1` : -8
USP28 block with `Cc1ccc(-c2cc(NC(=O)C(C)C)c(=O)n(CC(=O)Nc3ccc(F)cc3F)n2)cc1` : -1
USP7 inh with `CN(C)c1ccc(S(=O)(=O)NCC(=O)NCC2CCCCC2)cc1[N+](=O)[O-]` : -22
USP8 block with `COc1ccc(C2=NO[C@]3(C(=O)Nc4ccccc43)[C@H]2C(=O)c2ccccc2)c(OC)c1` : -8
